HIF act = HIF pathway transcriptional activation; activation, % at 7.5 µM (by protocol); U2OS HRE-luciferase reporter, luminescence; normalized: DMSO 0%, desferrioxamine 100%; 300,000 compounds, 0.32% hits;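 active = mean activation of at least 10% of the iron chelator positive control signal, with at least half of replicates also reaching 10%; inconclusive = mean and replicate majority disagree about reaching 10%; inactive = mean and most replicates under 10%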
TRPC6 activator = activators of mouse TRPC6 channel; B-score at 10 µM; Q61143; HEK293-TRPC6 membrane potential dye fluorescence; active compounds read high; 310,000 compounds, 0.13% hits;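 active = B-score of the integrated fluorescence ratio above library mean plus 3 SD, and starting fluorescence ratio within library mean plus 5 SD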;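 also: higher score means more depolarization so channel activation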
TRPC4 PAM = allosterically enhances the mouse TRPC4 cation channel | Q9QUQ5 | HEK293 TRPC4beta/mu-opioid, DAMGO EC20, Fluo-4 Ca2+ flux; active compounds read high | B-score at 10 µM | 310,000 compounds, 0.42% hits;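 active = B-score of calcium response area above 5 SD of library B-scores, with initial fluorescence ratio within 5 SD of library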;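 also: B-score of integrated fluorescence ratio over time as area under calcium response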
aSyn 5UTR inh = MLPCN primary screen, SNCA 5' untranslated region | alpha-synuclein 5'UTR reporter, inhibitor activity | inhibition, % (tested at 7.5 µM) | 300,000 compounds, 0.82% hits | AID 1813; in the data active = inhibition above about 60%; inconclusive = no clear call, values can overlap the other calls;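 also: H4 neuroglioblastoma cells stably carrying SNCA 5'UTR luciferase fusion; 0% = DMSO wells and 100% = positive control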
KLF5 inhibitor = kruppel-like factor 5 inhibition. DLD-1 KLF5 promoter-luciferase reporter, luminescence. inhibition, % at 5 µM. 290,000 compounds, 0.23% hits;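 active = inhibition above a per-plate limit of that plate's mean compound inhibition plus 3 SD, cut at about 60% in these data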;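 also: 0% = DMSO wells and 100% = LY294002 at 200 µM; higher means less KLF5 promoter-driven luciferase light; inactives centre near -14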
IEC-6 cytotox = IEC-6 cytotoxicity, counter-screen for KLF5 inhibitors. luminescence viability. AID 1825. 290,000 compounds, 0.78% hits. inhibition, % at 5 µM; in the data active = inhibition above about 22%;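 also: 0% = plate median of test compound wells and 100% = cytotoxic reference compound wells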
TRPC4 block = TRPC4 (mouse) channel inhibition | B-score at 10 µM | Q9QUQ5 | 300,000 compounds, 0.39% hits | HEK293 TRPC4beta/mu-opioid, DAMGO-evoked Fluo4 calcium flux; active compounds read low;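 active = B-score over 3 SD under the library average, no early fluorescence shift, positive overall ratio signal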
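Assay system: HEK293 cells with stable TRPC4beta plus mu-opioid receptor expression. Dosing: single dose. Measured by: Fluo4 Ca2+ flux fluorescence. Also added: DAMGO in two steps, submaximal then maximal. Read-out: B score from integrated Fluo4 fluorescence ratio.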
TRPC4 agonist = opens the mouse TRPC4 cation channel; B-score at 10 µM; 310,000 compounds, 0.49% hits; HEK293 TRPC4beta/mu-opioid, Fluo4 calcium fluorescence; active compounds read high;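 active = B-score above 5 SD of library B-scores, and initial fluorescence ratio not above library mean plus 5 SD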;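 also: positive B-score marks a calcium rise read as TRPC4 activation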
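Assay system: HEK293 cells stably co-expressing mouse TRPC4beta and mu-opioid receptor / Timing: Fluo4 dye loading 45 min at room temperature, 110 s recording / Signal: Fluo4 calcium-sensitive dye fluorescence, kinetic, 1 Hz baseline / Read-out: integrated baseline-normalised fluorescence ratio, converted to per-well B score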
SKKanGAS inh = SKKanGAS growth inhibition; S. pyogenes SKKanGAS, kanamycin growth, BacTiter-Glo, 6 h; inhibition, % at 7.5 µM; 300,000 compounds, 1.3% hits; AID 1662;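 active = mean replicate score, as percent of positive control median, at least 50; inconclusive = mean below 50 but one replicate at or above 50; inactive = mean and every replicate below 50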;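 also: strain carries kanamycin resistance gene driven by streptokinase promoter and grows in 40 µg/ml kanamycin; loss of luminescence reflects streptokinase promoter inhibition or plain growth inhibition; 0% = median of DMSO wells and 100% = positive control at its reference dose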
TRPC6 inhibitor = mouse TRPC6 channel inhibition; B-score at 10 µM; 310,000 compounds, 1.1% hits; Q61143; HEK293-TRPC6, membrane potential dye, ACh-evoked depolarization; active compounds read low; AID 2553;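 active = B-score under library mean minus 3 SD, initial fluorescence not abnormally high, positive integrated signal ratio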;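 also: B-score derived from integrated fluorescence ratio over the kinetic read; more negative B-score means stronger inhibition of depolarization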
MrgX1 antagonist = human MrgX1 receptor antagonism, primary screen; Q96LB2; MRGX1-HEK293 calcium flux, Fluo-4, BAM8-22 antagonism; active compounds read low; B-score at 10 µM; 310,000 compounds, 1.3% hits;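 active = calcium-response B-score plate-corrected more than 3 library SD below zero, starting fluorescence within 5 deviations, no agonist response on first addition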;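 also: peak minus trough fluorescence over baseline after final BAM8-22 challenge near maximal dose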
Target sequence (Q96LB2 whole entry, looked up): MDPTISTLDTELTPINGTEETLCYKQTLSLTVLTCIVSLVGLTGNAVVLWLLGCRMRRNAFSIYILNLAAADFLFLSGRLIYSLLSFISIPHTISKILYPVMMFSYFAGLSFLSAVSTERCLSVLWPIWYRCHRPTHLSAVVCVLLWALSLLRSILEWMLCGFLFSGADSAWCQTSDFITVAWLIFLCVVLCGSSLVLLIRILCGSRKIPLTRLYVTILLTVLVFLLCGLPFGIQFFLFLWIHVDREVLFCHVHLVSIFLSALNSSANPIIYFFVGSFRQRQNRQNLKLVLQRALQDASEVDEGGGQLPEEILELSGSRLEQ
* hit, by the source's call; i = inactive; ? = inconclusive; . = not tested or not shown.

(1) Cc1sc2ncn(CC(=O)N3CCC(C(N)=O)CC3)c(=O)c2c1S(=O)(=O)N1CC(C)CC(C)C1 (stereo unspecified)
(2) CCOc1ccc(NC(=O)CCNC(=O)C2CCN(S(=O)(=O)c3ccccc3)CC2)cc1
(3) COc1ccc(Cc2n[nH]c(=S)n2NC(=O)Nc2ccc(C)cc2)cc1
(4) COc1ccc(NS(=O)(=O)c2ccc(C)c(C(=O)N3CCC3)c2)cc1
(5) COc1cccc(-c2cc(C(=O)Nc3ccc([N+](=O)[O-])cn3)c3ccccc3n2)c1
(6) Cn1c(=O)c(=O)n(C)c2cc(S(=O)(=O)CCC(=O)Nc3ccc(F)cc3)ccc21
(7) COc1ccc(/C(C)=N/OCC(=O)Nc2nc3ccccc3s2)cc1OC
(8) COC(=O)C(C(=O)Nc1cccc(C)n1)C1CCCCCC1 (stereo unspecified)
(9) C/C(CCc1ccccc1)=N\NC(=O)c1ccc(CN2CCOCC2)cc1
(10) COc1ccc(-c2cc(C(F)F)n3ncc(C(=O)Nc4c(C)n(C)n(-c5ccccc5)c4=O)c3n2)cc1

assay / compound,1,2,3,4,5,6,7,8,9,10
HIF act,0.5,-0.1,1.8,-0.4,-0.8,0.1,0.2,0.9,-0.3,-1.1
TRPC6 activator,i,i,i,i,i,i,i,i,i,i
TRPC4 PAM,i,i,i,i,i,i,i,i,i,i
aSyn 5UTR inh,-5.2,8.3,-75.9,12.7,8.1,-2.0,10.5,5.1,-13.6,-28.1
KLF5 inhibitor,-6.0,-8.7,-18.4,.,-10.1,-23.9,-2.5,9.4,-8.9,-1.6
IEC-6 cytotox,-0.2,4.2,-0.9,.,-9.9,1.4,-17.6,-4.2,-1.2,-4.4
TRPC4 block,i,i,i,i,i,i,i,i,i,i
TRPC4 agonist,i,i,i,i,i,i,i,i,i,i
SKKanGAS inh,0.6,4.9,5.4,-11.2,8.2,-4.5,1.6,1.8,-8.0,-0.7
TRPC6 inhibitor,i,i,i,i,i,i,i,i,i,i
MrgX1 antagonist,i,i,i,i,i,i,i,i,i,i

(11) CC1CC(C)CN(C(=O)COC(=O)c2cc(S(=O)(=O)N3CCOCC3)ccc2F)C1 (stereo unspecified)
(12) CC1CCN(S(=O)(=O)c2cccc(C(=O)N3CCN(c4ccc(F)cc4)CC3)c2)CC1
(13) CCCc1ccc2oc(C(=O)N3CCC(O)CC3)c(C)c2c1
(14) CCN(CCCNC(=O)CC(C(=O)N1CCc2ccccc21)n1ccnc1)c1ccccc1 (stereo unspecified)
(15) CCOC(=O)C1CCCN(CCC(=O)Nc2cc(C)cc(C)c2)C1 (stereo unspecified)
(16) Cc1c(Cl)cccc1NC(=S)N(CCN(C)C)C(C)c1ccccn1 (stereo unspecified)
(17) O=C(CNC(=O)c1ccc(Cl)cc1Cl)OCC(=O)N1CCCC1=O
(18) CC(=O)c1ccc(N(CC(=O)NC2CCCC2)C(=O)CNC(=O)c2ccco2)cc1
(19) COC(=O)c1ccc(OCc2cc(=O)n3ccsc3n2)cc1
(20) COCCN(Cc1ccccc1)C(=O)c1cc(S(=O)(=O)N2CCCCCC2)ccc1OC

assay / compound,11,12,13,14,15,16,17,18,19,20
HIF act,-0.4,1.8,3.2,-0.5,0.1,-0.5,-0.2,0.8,0.9,-0.1
TRPC6 activator,i,i,i,i,i,i,i,i,i,i
TRPC4 PAM,i,i,i,i,i,i,i,i,i,i
aSyn 5UTR inh,15.2,10.1,-89.2,-32.1,-9.1,5.4,1.5,-2.3,-133.9,8.7
KLF5 inhibitor,.,-1.1,-61.4,-10.9,-23.1,1.8,.,-10.0,-5.7,.
IEC-6 cytotox,.,3.6,3.0,14.1,1.4,-6.2,.,2.7,-2.2,.
TRPC4 block,i,i,i,i,i,i,i,i,i,i
TRPC4 agonist,i,i,i,i,i,i,i,i,i,i
SKKanGAS inh,-6.7,11.8,-0.6,-0.4,-2.0,-9.1,-18.8,-0.2,-2.1,-2.4
TRPC6 inhibitor,i,i,i,i,i,i,i,i,i,i
MrgX1 antagonist,i,i,i,i,i,i,i,i,i,i

Reprinted: compounds 18–19
(18) CC(=O)c1ccc(N(CC(=O)NC2CCCC2)C(=O)CNC(=O)c2ccco2)cc1
(19) COC(=O)c1ccc(OCc2cc(=O)n3ccsc3n2)cc1

assay / compound,18,19
HIF act,0.8,0.9
TRPC6 activator,i,i
TRPC4 PAM,i,i
aSyn 5UTR inh,-2.3,-133.9
KLF5 inhibitor,-10.0,-5.7
IEC-6 cytotox,2.7,-2.2
TRPC4 block,i,i
TRPC4 agonist,i,i
SKKanGAS inh,-0.2,-2.1
TRPC6 inhibitor,i,i
MrgX1 antagonist,i,i

Other compounds
(21) CCCOc1cc(C)c(S(=O)(=O)NC2CC(C)(C)NC(C)(C)C2)cc1C
(22) C/C(CC(=O)Nc1ccc(OCc2ccccc2)cc1)=N\NC(=O)C(=O)Nc1cccc(C)c1
(23) O=C(O)c1ccccc1/C=N/NC(=O)C1CCCC1
(24) Cc1ccc2[nH]cc(S(=O)(=O)c3ccc(F)cc3)c(=O)c2c1
(25) Cc1cccc(N2CC(C(=O)Nc3ccccc3N3CCCC3)CC2=O)c1C (stereo unspecified)
(26) CCc1cccc(CC)c1NC(=O)COC(=O)c1cccc(-c2ccc(OC(C)=O)cc2)c1
(27) CN(c1ccc(OCC(=O)N2CCCCC2)cc1)S(=O)(=O)c1cccs1
(28) Cc1ccc(CN2CCN(/N=C/c3ccc(O)c(O)c3)CC2)cc1
(29) Cn1c(=O)c2c(ncn2CC(=O)Nc2ccc(N3CCOCC3)cc2)n(C)c1=O
(30) O=c1c2c3c(sc2n2c(=S)[nH]nc2n1-c1ccccc1)CCC3

assay / compound,21,22,23,24,25,26,27,28,29,30
HIF act,-0.1,0.4,0.2,1.3,-1.7,-0.2,0.0,1.2,-0.5,-0.6
TRPC6 activator,i,i,i,i,i,i,i,i,i,i
TRPC4 PAM,i,i,i,i,i,i,i,i,i,i
aSyn 5UTR inh,17.4,-45.0,-10.4,-15.6,2.1,-8.8,-2.2,6.2,-2.2,-27.1
KLF5 inhibitor,2.2,-28.9,-35.7,-16.9,.,13.3,-17.4,-10.3,-33.2,-28.2
IEC-6 cytotox,-4.1,-7.4,3.3,2.8,.,10.8,-2.0,7.2,4.3,4.8
TRPC4 block,i,i,i,i,i,i,i,i,i,i
TRPC4 agonist,i,i,i,i,i,i,i,i,i,i
SKKanGAS inh,-4.6,15.9,8.2,-0.7,9.0,-3.5,6.4,6.3,-4.4,28.9
TRPC6 inhibitor,i,i,i,i,i,i,i,i,i,i
MrgX1 antagonist,i,i,i,i,i,i,i,i,i,i

(31) CC(=O)c1ccc(NC(=O)CSc2nnc(NC(=O)C3CC3)s2)cc1
(32) NC(=O)c1c(N)sc(=S)n1CC1CCCO1 (stereo unspecified)
(33) Cc1cc(C)nc(SCCC(=O)Nc2ccccc2)n1
(34) CCOC(=O)c1cc(C)nc(SC)c1C#N
(35) CCOC(=O)C1=C(c2ccc(OC)cc2)OC(N)=C(C#N)C1c1cccnc1 (stereo unspecified)
(36) O=C(c1ccc(OC2CCN(Cc3ccccc3O)CC2)cc1)N1CCCCC1
(37) Cc1ccc(-n2c(Cc3cccs3)nnc2SCC(N)=O)cc1
(38) C=CCn1c(NCc2ccc(N(C)C)cc2)nc2ccccc21
(39) O=C(c1noc2c1CCCC2)N1CCc2c([nH]c3ccccc23)C1c1ccccn1 (stereo unspecified)
(40) C=CCn1c(=O)n(CCOC)c(=O)c2sc3ccccc3c21

assay / compound,31,32,33,34,35,36,37,38,39,40
HIF act,-1.0,-1.2,-0.2,0.4,0.0,-0.3,-0.3,-3.2,0.8,-0.2
TRPC6 activator,i,i,i,i,i,i,i,i,i,i
TRPC4 PAM,i,i,i,i,i,i,i,i,i,i
aSyn 5UTR inh,9.5,-3.7,30.5,2.7,-7.9,-11.3,-16.5,-63.4,-19.4,12.8
KLF5 inhibitor,-28.2,-14.9,-23.8,-21.4,-5.4,-46.2,-29.6,-31.4,-41.6,10.7
IEC-6 cytotox,-5.3,-3.9,-3.4,-1.4,1.4,-4.9,-0.3,-4.0,2.1,-4.6
TRPC4 block,i,i,i,i,i,i,i,i,i,i
TRPC4 agonist,i,i,i,i,i,i,i,i,i,i
SKKanGAS inh,31.7,-1.1,3.3,-4.6,0.7,13.4,4.0,0.3,-0.8,-1.2
TRPC6 inhibitor,i,i,i,i,i,i,i,i,i,i
MrgX1 antagonist,i,i,i,i,i,i,i,i,i,i

(41) O=C(CSc1nc2ccccc2nc1SCC(=O)N1CCCCC1)N1CCCCC1
(42) COc1ccccc1NC(=O)c1ccc(NS(=O)(=O)c2ccc(F)c(Cl)c2)cc1
(43) O=C1c2cccc([N+](=O)[O-])c2C(=O)N1C1CCCCC1
(44) CCOC(=O)c1c(N)sc(C(=O)N(C)C)c1CN1CCOCC1
(45) Cc1ccc(-c2cc3nc(-c4ccccc4)cc(N4CCOCC4)n3n2)cc1
(46) C=CCc1c(C)nc2c(-c3ccccc3)cnn2c1N1CCOCC1
(47) CCn1c2ccccc2c2cc(/C=N/n3cnnc3)ccc21
(48) COc1ccc(-n2c(=O)[nH]cc(C(=O)Nc3ccccc3)c2=O)cc1
(49) CCCCCn1c(S(=O)(=O)O)nc2ccccc21
(50) CCOc1ccccc1NC(=O)Nc1ccsc1C(=O)OC
(51) O=c1cc[nH]c2c(C(F)(F)F)cccc12

assay / compound,41,42,43,44,45,46,47,48,49,50,51
HIF act,0.0,-0.3,-3.7,-0.1,-0.2,?,.,0.1,0.3,-0.1,1.0
TRPC6 activator,i,i,i,i,.,i,i,i,i,i,i
TRPC4 PAM,i,i,i,i,.,i,i,i,i,i,i
aSyn 5UTR inh,26.6,8.8,-5.4,-5.5,-1.4,-175.0,37.5,5.9,-18.8,-28.7,-2.0
KLF5 inhibitor,-0.1,1.7,-25.9,-0.3,-20.1,-157.6,1.3,-4.6,-6.4,-12.3,-5.4
IEC-6 cytotox,-0.9,3.1,-2.0,-7.4,-1.3,-3.6,2.5,1.5,1.5,-6.8,-2.5
TRPC4 block,i,i,i,i,.,i,i,i,i,i,i
TRPC4 agonist,i,i,i,i,.,i,i,i,i,i,i
SKKanGAS inh,-7.0,8.5,3.2,-3.3,6.5,2.9,-9.6,-4.6,5.9,-0.1,-7.2
TRPC6 inhibitor,i,i,i,i,.,i,i,i,i,i,i
MrgX1 antagonist,i,i,i,i,.,i,i,i,i,i,i

High-throughput results as filed in PubChem.
